SR-BI DiI-HDL act: SR-BI HDL lipid transfer activation. hit rate 0.096% among 320,000. activation, % at 12.5 µM. CHO ldlA[mSR-BI] cells, DiI-HDL uptake fluorescence, 3 h; 100 = double the neutral-control signal;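 active = mean replicate activation of at least 60% and every replicate at or above 60%; inconclusive = mean or all-replicate condition met, but not both; inactive = mean below 60% and not all replicates reaching 60%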;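 also: 0% = median plate neutral-control signal and 100% = twice that signal; values of inactives mirror those of a sister screen read the other way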
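System: LDL receptor-deficient CHO ldlA cells overexpressing murine SR-BI | Timing: 3 h uptake period with compound, 37 °C | Medium: HEPES-buffered (25 mM, pH 7.4) F12 plus 0.5% BSA | Dosing: Single-point compound dose | Signal: Bottom-read fluorescence, 550/595 nm | Read-out: Retained DiI signal reflecting DiI-HDL uptake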
CDK5 inh: CDK5/p35 (human) kinase inhibition. inhibition, % at 10 µM. hit rate 0.01% among 330,000. Q00535+Q15078. AID 488839. Recombinant CDK5/p35, ADP-Glo luminescence, 60 min;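 active = highest replicate inhibition of at least 50% and at least 75% of replicates reaching 50%; inconclusive = only one of the two criteria met; inactive = both criteria failed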;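 also: plate controls were DMSO neutral control for no effect and GW8510 at 10 µM for full effect; many of its hits are not listed in these tables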
Target sequence (Q00535 whole entry, looked up): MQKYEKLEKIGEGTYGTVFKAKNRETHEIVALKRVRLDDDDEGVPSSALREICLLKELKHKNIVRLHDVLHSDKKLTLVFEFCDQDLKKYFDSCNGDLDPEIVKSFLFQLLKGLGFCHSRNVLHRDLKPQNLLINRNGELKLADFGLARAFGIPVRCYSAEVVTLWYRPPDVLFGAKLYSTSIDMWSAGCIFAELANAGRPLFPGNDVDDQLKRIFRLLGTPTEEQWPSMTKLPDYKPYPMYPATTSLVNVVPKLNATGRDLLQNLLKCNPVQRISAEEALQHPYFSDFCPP
Target sequence (Q15078 whole entry, looked up): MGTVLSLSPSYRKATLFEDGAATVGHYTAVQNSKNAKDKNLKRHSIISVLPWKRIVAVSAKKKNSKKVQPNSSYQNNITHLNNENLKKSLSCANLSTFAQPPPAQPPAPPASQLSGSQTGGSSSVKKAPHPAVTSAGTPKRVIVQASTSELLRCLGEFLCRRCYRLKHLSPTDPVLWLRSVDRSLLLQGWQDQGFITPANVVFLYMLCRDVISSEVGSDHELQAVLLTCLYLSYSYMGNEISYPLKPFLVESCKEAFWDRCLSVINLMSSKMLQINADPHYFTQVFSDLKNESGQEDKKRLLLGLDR
Rtt109 Vps75: inhibitors of Candida albicans Rtt109/Vps75 histone acetyltransferase | purified Rtt109/Vps75, ThioGlo CoA-SH fluorescence, 4 h | hit rate 0.16% among 330,000 | inhibition, % at 34.9 µM | AID 540336;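 active = inhibition of at least 50% in every replicate; inconclusive = best replicate reaches 50% inhibition but some replicates fall short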
HTR5A ag ctr: counter-screen for OPRM1-OPRD1 agonists: human HTR5A agonism | AID 504692 | activation, % at 9.3 µM | HTR5A agonist assay, luminescence, cell-based | hit rate 0.61% among 340,000; in the data active = activation mostly above about 9.5%, no sharp cut-off; inactive = mostly below about 7.6%;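 also: 0% = cells with vehicle only and 100% = reference agonist; strong numbers were not always called active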
Target sequence (P47898 whole entry, looked up): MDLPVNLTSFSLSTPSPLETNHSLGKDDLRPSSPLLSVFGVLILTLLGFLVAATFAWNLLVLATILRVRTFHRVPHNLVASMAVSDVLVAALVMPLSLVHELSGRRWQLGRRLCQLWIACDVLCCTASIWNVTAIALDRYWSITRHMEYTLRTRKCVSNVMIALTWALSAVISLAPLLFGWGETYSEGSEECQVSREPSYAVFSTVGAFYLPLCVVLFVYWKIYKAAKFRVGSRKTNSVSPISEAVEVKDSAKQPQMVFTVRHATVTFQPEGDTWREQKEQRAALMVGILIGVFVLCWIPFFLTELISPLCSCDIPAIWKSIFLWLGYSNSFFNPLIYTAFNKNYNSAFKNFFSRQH
PvdQ acylase: blocks Pseudomonas aeruginosa PvdQ acylase activity; purified PvdQ acylase, fluorescence plate reader; inhibition, % at 10 µM; hit rate 0.063% among 340,000; in the data active = inhibition above about 30%, passing the limit was not always enough; inconclusive = no clear call, values can overlap the other calls;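 also: 0% = vehicle neutral wells and 100% = reference inhibitor wells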
MITF TRPM1 HTS: MITF TRPM1 promoter activation in melanoma cells; activation, % at 12.5 µM; AID 588334; SK-MEL-5 TRPM1-promoter luciferase, 24 h; % of positive control, neutral wells = 0; hit rate 0.75% among 300,000;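 active = mean activation of at least 80% with every replicate also reaching 80%; inconclusive = mean reaches 80% but some replicate falls short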;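 also: 0% = neutral control wells and 100% = parthenolide positive control wells; values of inactives mirror those of a sister screen read the other way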
SR-BI HDL uptake: inhibitors of mouse SR-BI mediated HDL lipid uptake. ldlA[mSR-BI] CHO cells, DiI-HDL uptake fluorescence, 3 h. Q61009. inhibition, % at 12.5 µM. hit rate 0.96% among 320,000;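 active = mean replicate inhibition of at least 70% and a set share of replicates each scoring 70 or more; inconclusive = meets just one of the two criteria; inactive = fails both criteria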;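 also: 0% = median of neutral control wells and 100% = median of positive control wells; values of inactives mirror those of a sister screen read the other way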
Wnt act: activators of Wnt/beta-catenin signaling. hit rate 1.2% among 300,000. Wnt/beta-catenin reporter cell assay, activator, plate reader. activation, % at 9.35 µM; in the data active = activation above about 30%, passing the limit was not always enough; inconclusive = no clear call, values can overlap the other calls;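 also: 0% = neutral control wells and 100% = positive control wells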
cardiac RTF act: increases calcium sensitivity of human cardiac regulated thin filaments; AID 493008; P19429+P45379; IANBD-labeled TnC RTF fluorescence at EC20 calcium; 0% EC20 calcium, 100% full calcium; hit rate 0.24% among 340,000; activation, % at 7.2 µM;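 active = activation above the mean over all tested compounds plus 3 SD, cut at about 30% in these data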;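 also: rise in fluorescence read as greater calcium sensitivity of cardiac thin filaments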
dFosB activator: mouse delta FosB homodimer activation; hit rate 0.99% among 340,000; purified delta FosB, TAMRA-CDK5 oligo fluorescence polarization; percent of positive-control signal above neutral wells; P13346; activation, % at 25 µM;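 active = mean activation above about 17%, with every replicate also reaching it, limit read from the data, passing the limit was not always enough; inconclusive = only one of the two conditions met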;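 also: fluorescence polarization rise as delta FosB binds a TAMRA Cdk5 AP-1 oligo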
Active calls of the source: *; ? = inconclusive; nt = no result given.

entry | canonical_smiles | SR-BI DiI-HDL act | CDK5 inh | Rtt109 Vps75 | HTR5A ag ctr | PvdQ acylase
1 | CCCNC(=O)Nc1ccc(C(F)(F)F)cc1 | -2 | 0.7 | -1 | -4 | -4
2 | Cc1ccnc(NC(=O)c2cccc3ccccc23)c1 | -12 | -3.8 | 4 | 17* | 10
3 | CCC(=O)OC1(C(=O)CCl)[C@@H](C)C[C@H]2[C@@H]3CCC4=CC(=O)C=C[C@]4(C)[C@@]3(F)[C@@H](O)C[C@@]21C (stereo partly drawn) | -24 | -1.3 | -5 | 3 | -5
4 | CS(=O)(=O)N(CC(=O)Nc1ccccc1Br)Cc1ccccc1 | 4 | -0.2 | 8 | -2 | -9
5 | O=C(NCc1ccco1)Nc1ccc2snnc2c1 | nt | 0.6 | 13 | 2 | 2
6 | Nc1ccc(C(=O)O)cc1S(=O)(=O)O | 7 | -0.7 | -3 | 4 | -12
7 | CC(C)(C)c1ccc(C(=O)Nc2ccc3c(c2)C(=O)NC3=O)cc1 | -12 | 3.3 | -4 | -4 | -12
8 | Cc1ccc(-c2cc(-c3ccccc3)nc(Cl)n2)cc1 | -29 | 3.8 | 22 | 3 | 0
9 | O=C1C[C@@H]2c3c(cccc3CN1Cc1ccc(F)cc1)C[C@@H](O)[C@H]2O | 37 | 1.3 | -17 | -2 | 2
10 | CN(c1ccccc1)c1nc(N2CCCC2)nc(-n2ccnc2)n1 | nt | 0.2 | 2 | 4 | -8
11 | COc1ccc(OC)c(/C=C/c2c([N+](=O)[O-])c(=O)n(C)c(=O)n2C)c1 | -42 | 0.8 | -5 | -4 | -7
12 | O=C(O)C(Cc1c[nH]c2ccccc12)N1C(=O)C2C3c4ccccc4C(c4ccccc43)[C@@H]2C1=O (stereo partly drawn) | 12 | -0.6 | -12 | -2 | -6

entry | MITF TRPM1 HTS | SR-BI HDL uptake | Wnt act | cardiac RTF act | dFosB activator
1 | 26 | 2 | 9 | 8 | -7
2 | 28 | 12 | 9 | 3 | -9
3 | 8 | 24 | -5 | -1 | -4
4 | nt | -4 | -1 | 13 | -9
5 | 8 | nt | nt | 1 | 3
6 | -7 | -7 | 3 | 4 | 2
7 | nt | 12 | -2 | -5 | 3
8 | 4 | 29 | -7 | -2 | 4
9 | 15 | -37 | -2 | -9 | 3
10 | -2 | nt | nt | 5 | -9
11 | -8 | 42 | -2 | 5 | -6
12 | -2 | -12 | -2 | -1 | -6

Continuation.
entry | canonical_smiles | SR-BI DiI-HDL act | CDK5 inh | Rtt109 Vps75 | HTR5A ag ctr | PvdQ acylase
13 | COc1ccc(Nc2ccc(Cl)cc2)c(C(=O)O)c1 | 12 | -2.7 | -1 | -2 | -4
14 | CCOC(=O)c1cnc(SCc2ccc(C(C)(C)C)cc2)nc1N | 10 | -2.4 | -1 | -1 | -13
15 | Cc1cccc(CCNC(=O)CCS(=O)(=O)c2ccc(Br)cc2)c1 | 24 | 2.5 | nt | -1 | 8
16 | OC1(c2ccc(F)cc2)CCN(Cc2nnnn2Cc2cccs2)CC1 | -2 | 0.7 | -9 | -2 | 8
17 | Cc1cc(F)ccc1S(=O)(=O)NCC1CC2CCC1C2 (stereo not drawn) | -18 | 2.2 | -27 | 1 | -22
18 | CCOc1cc(NC(=O)c2ccccn2)c(OCC)cc1NC(=O)c1cccc(C)c1 | -71 | -0.6 | -2 | -4 | 3
19 | Cc1cccc(C)c1OCc1nnc(SCC(=O)NCCc2ccccc2)o1 | 1 | -1.6 | 4 | 1 | -11
20 | O=C(NCc1n[nH]c(=S)n1-c1cccc(Cl)c1)c1ccc(S(=O)(=O)N2CCCC2)cc1 | -23 | 1.6 | -10 | -6 | -7
21 | O=C(C1CCCN1S(=O)(=O)c1cccc2nsnc12)N1CCCCCC1 (stereo not drawn) | 6 | -5.4 | -4 | 0 | -11
22 | CCN(CC(=O)NCc1ccc(Cl)cc1)C(=O)CN1C(=O)NC(C)(c2ccccc2)C1=O (stereo not drawn) | 11 | -1.6 | -2 | 1 | -16
23 | O=C(CCc1ccccc1)Nc1cc2c3c(c1)CC(=O)N3CCC2 | -20 | -2.3 | 0 | 3 | -10
24 | CS(=O)(=O)Nc1ccc(C2=NN(S(C)(=O)=O)C(c3ccccc3)C2)cc1 (stereo not drawn) | 30 | 1.4 | -5 | -1 | -3

entry | MITF TRPM1 HTS | SR-BI HDL uptake | Wnt act | cardiac RTF act | dFosB activator
13 | 2 | -12 | nt | 5 | 2
14 | nt | -10 | nt | 1 | 3
15 | -11 | -24 | -5 | 6 | ?
16 | 4 | 2 | nt | -5 | -2
17 | -15 | 18 | 1 | 1 | -12
18 | 5 | 71* | 4 | 1 | -3
19 | -1 | -1 | -10 | -3 | -7
20 | -1 | 23 | nt | 2 | -2
21 | -8 | -6 | 0 | 6 | 2
22 | -5 | -11 | 0 | -4 | -1
23 | -3 | 20 | 1 | 6 | -2
24 | 5 | -30 | 13 | 1 | -2

The last 4 compounds of the section before open the next one:
entry | canonical_smiles | SR-BI DiI-HDL act | CDK5 inh | Rtt109 Vps75 | HTR5A ag ctr | PvdQ acylase
21 | O=C(C1CCCN1S(=O)(=O)c1cccc2nsnc12)N1CCCCCC1 (stereo not drawn) | 6 | -5.4 | -4 | 0 | -11
22 | CCN(CC(=O)NCc1ccc(Cl)cc1)C(=O)CN1C(=O)NC(C)(c2ccccc2)C1=O (stereo not drawn) | 11 | -1.6 | -2 | 1 | -16
23 | O=C(CCc1ccccc1)Nc1cc2c3c(c1)CC(=O)N3CCC2 | -20 | -2.3 | 0 | 3 | -10
24 | CS(=O)(=O)Nc1ccc(C2=NN(S(C)(=O)=O)C(c3ccccc3)C2)cc1 (stereo not drawn) | 30 | 1.4 | -5 | -1 | -3
25 | COC(=O)c1ccc2c(c1)C(=O)/C(=C/c1ccc(O)cc1)O2 | 29 | 0.6 | 6 | -4 | 22
26 | O=C(CCC(=O)Nc1ccccc1)NCCO | nt | -2.0 | 19 | 0 | -13
27 | O=C(OCC(=O)c1ccco1)c1ccc2ncsc2c1 | -5 | 1.3 | 2 | -1 | 5
28 | Cc1onc(-c2c(F)cccc2Cl)c1C(=O)Nc1sc2c(c1C(N)=O)CCC2 | -50 | 0.9 | 2 | 3 | 8
29 | Cc1nc(Nc2ccc(Cl)cc2Cl)sc1C(=O)Nc1ccccc1 | -41 | -4.9 | -5 | -1 | -12
30 | COc1ccc2[nH]c3c(=O)n(CCCCC(=O)NCCC(C)C)c(=S)[nH]c3c2c1 | 17 | -1.0 | -7 | 5 | -11
31 | CCOc1ccc(Oc2ccc(NS(=O)(=O)c3cc(C(=O)O)ccc3Cl)cc2)cc1 | 17 | -0.9 | 6 | 5 | -10
32 | c1ccc2c(c1)nc1n2CCN1CCNC1CCCCC1 | nt | -1.4 | -3 | nt | -11
33 | COc1cccc(CC(O)CC2c3c(cc4c(c3OC)OCO4)CCN2C)c1 (stereo not drawn) | -2 | 0.1 | 2 | 0 | -17
34 | O=C(CC1OC(=O)c2ccccc21)NC1CCCCC1 (stereo not drawn) | 2 | 1.0 | 4 | -3 | -14
35 | C=CCOc1ccc2c(OC)c3ccoc3nc2c1OC | nt | 2.9 | 0 | -6 | -15
36 | COC(=O)c1ccc(N=NNc2ccccc2)cc1 | -7 | 1.5 | 0 | 3 | 13

entry | MITF TRPM1 HTS | SR-BI HDL uptake | Wnt act | cardiac RTF act | dFosB activator
21 | -8 | -6 | 0 | 6 | 2
22 | -5 | -11 | 0 | -4 | -1
23 | -3 | 20 | 1 | 6 | -2
24 | 5 | -30 | 13 | 1 | -2
25 | 39 | 7 | 13 | 5 | 5
26 | -5 | -50 | nt | 9 | 1
27 | nt | 5 | nt | 2 | 1
28 | -14 | 50 | -8 | 2 | -2
29 | 5 | 41 | 4 | -4 | 3
30 | -5 | -17 | -2 | 3 | 8
31 | -7 | -17 | -2 | -2 | -2
32 | ? | nt | -1 | 2 | -5
33 | 6 | 2 | -1 | 5 | 1
34 | -8 | -2 | nt | 5 | 1
35 | 27 | 7 | 35* | -3 | -5
36 | 25 | 7 | nt | -10 | 1

New compounds follow:
entry | canonical_smiles | SR-BI DiI-HDL act | CDK5 inh | Rtt109 Vps75 | HTR5A ag ctr | PvdQ acylase
37 | COc1ccc(C(C(=O)NC2CCCC2)N(C(=O)Cc2cccs2)C2CC2)cc1OC (stereo not drawn) | -30 | 0.5 | 5 | -5 | 5
38 | COc1ccc(-n2nc(C(=O)NCC(=O)N3CCOCC3)c3ccccc3c2=O)cc1OC | nt | -1.2 | -20 | -3 | -6
39 | CCOC(=O)N1CCC(NC(=O)C2CCN(S(=O)(=O)c3cnc[nH]3)CC2)CC1 | 27 | -1.3 | 0 | 3 | 8
40 | CCCn1nc(Oc2nc(N(C)C)nc(N(C)C)n2)ccc1=O | -9 | 0.4 | 10 | -1 | 6
41 | C=CCc1ccccc1OCC(O)Cn1ccnc1C (stereo not drawn) | 7 | -2.1 | 0 | -4 | -17
42 | Cc1cccc(C(=O)NNC2=CC(=O)CC(C)(C)C2)c1O | -5 | 2.5 | 4 | 3 | 12
43 | CCn1nc(C)c(CN2CCC(n3nccc3NC(=O)CCCc3ccccc3)CC2)c1C | 11 | 1.0 | 28 | 2 | 0
44 | CCCCn1c(N)c(N(CC(C)C)C(=O)c2cccc(S(=O)(=O)N3CCN(C(C)=O)CC3)c2)c(=O)[nH]c1=O | 36 | -0.4 | 20 | -6 | 4
45 | Cc1c(C(=O)Nc2nc3ccccc3[nH]2)cccc1[N+](=O)[O-] | -7 | -0.4 | 4 | 3 | -3
46 | Cc1ccc(C(=O)CN2C(=O)C(C)Oc3ccccc32)cc1 (stereo not drawn) | 17 | -0.8 | -7 | 3 | -9
47 | CCOC(=O)c1cnc2ccc(C)cn2c1=O | -9 | 0.1 | -10 | 5 | 5
48 | O=C(COC(=O)c1cc2ccccc2o1)c1ccccc1 | -11 | -0.1 | -11 | -3 | -6
49 | NC(=O)c1cc(N)ccc1N1CCCC1 | 10 | -1.6 | -2 | -1 | -24
50 | Cc1nn(-c2ccccc2)c(Cl)c1/C=N/Nc1ccc(S(=O)(=O)Nc2ccccc2C(=O)O)cc1[N+](=O)[O-] | 12 | 0.9 | -5 | -5 | 30

entry | MITF TRPM1 HTS | SR-BI HDL uptake | Wnt act | cardiac RTF act | dFosB activator
37 | -3 | 30 | -1 | -5 | -13
38 | 5 | nt | 1 | -1 | 5
39 | 6 | -27 | nt | -2 | -3
40 | 2 | 9 | -2 | 6 | 0
41 | 1 | -7 | -4 | 0 | -2
42 | 34 | 5 | 11 | 1 | -4
43 | 1 | -11 | -2 | -4 | 1
44 | 2 | -36 | -2 | -4 | 1
45 | 22 | 7 | 25 | 0 | -4
46 | 23 | -17 | 4 | 2 | -8
47 | 15 | 9 | 3 | 1 | -3
48 | -3 | 11 | nt | 1 | -13
49 | 1 | -10 | 1 | -8 | -8
50 | -7 | -12 | nt | -1 | -13

High-throughput results as filed in PubChem BioAssay.

The order is random. About 4.4% of those tested had a hit in this group.
